CTSL1 counter: Fasciola hepatica cathepsin L1 inhibitors, primary screen, counter-screen for PFM18AAP inhibitor project, biochemical, QFRET, fluorogenic peptide substrate; AID 1906, 2009; recombinant F. hepatica cathepsin L1, Z-Leu-Arg-MCA fluorescence; inhibition, % at 5.96 µM; 0.49% of 300,000 active;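 active means inhibition above the mean of all tested compounds plus 3 SD, set per screening campaign, cut at about 17% in these data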;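 further: 0% = plate median of test compound wells and 100% = 1 µM Z-Phe-Ala-diazomethylketone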
TPT1 inhibitor: Candida albicans TPT1 enzyme inhibitors, primary screen, biochemical, fluorescence polarization. 0.81% of 300,000 active. tRNA 2'-phosphotransferase TPT1 (Candida albicans SC5314). recombinant caTPT1, FP RNA substrate dephosphorylation. inhibition, % at 5 µM;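 active means inhibition above the mean of all tested compounds plus 3 SD, set per screening campaign, cut at about 24% in these data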;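 further: plate controls were DMSO alone for no effect and ferristatin control at 100 nM for full effect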
HCV core dimer: inhibitors of HCV core protein dimerization, primary screen, biochemical, TR-FRET, high-throughput | TR-FRET GST/Flag-core106 dimerization, 1536-well | inhibition, % at 5 µM | 0.33% of 300,000 active | AID 1899, 2009;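 active means inhibition above the mean of all tested compounds plus 3 SD, set per screening campaign, cut at about 45% in these data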
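Test system: GST/Flag-tagged HCV core106 proteins; Medium: KF-containing HEPES buffer, pH 7.45, DTT, CHAPS, BSA; Times: compound-protein-antibody incubation 4 h at 22.5 °C; Detection: TR-FRET 671 and 617 nm emission; Benchmarks: wells lacking GST-core106 and wells with excess unlabelled core106.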
AHR act: AHR activators, primary screen, cell-based, luminescence, luciferase reporter, human; Aryl hydrocarbon receptor (Homo sapiens), P35869; AHR-responsive luciferase reporter cells; AID 2796, 2010; 2.5% of 320,000 active; activation, % at 5 µM; in the data active means activation above about 47%;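 further: 0% = vehicle wells and 100% = reference agonist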
Target sequence (P35869 whole entry, looked up): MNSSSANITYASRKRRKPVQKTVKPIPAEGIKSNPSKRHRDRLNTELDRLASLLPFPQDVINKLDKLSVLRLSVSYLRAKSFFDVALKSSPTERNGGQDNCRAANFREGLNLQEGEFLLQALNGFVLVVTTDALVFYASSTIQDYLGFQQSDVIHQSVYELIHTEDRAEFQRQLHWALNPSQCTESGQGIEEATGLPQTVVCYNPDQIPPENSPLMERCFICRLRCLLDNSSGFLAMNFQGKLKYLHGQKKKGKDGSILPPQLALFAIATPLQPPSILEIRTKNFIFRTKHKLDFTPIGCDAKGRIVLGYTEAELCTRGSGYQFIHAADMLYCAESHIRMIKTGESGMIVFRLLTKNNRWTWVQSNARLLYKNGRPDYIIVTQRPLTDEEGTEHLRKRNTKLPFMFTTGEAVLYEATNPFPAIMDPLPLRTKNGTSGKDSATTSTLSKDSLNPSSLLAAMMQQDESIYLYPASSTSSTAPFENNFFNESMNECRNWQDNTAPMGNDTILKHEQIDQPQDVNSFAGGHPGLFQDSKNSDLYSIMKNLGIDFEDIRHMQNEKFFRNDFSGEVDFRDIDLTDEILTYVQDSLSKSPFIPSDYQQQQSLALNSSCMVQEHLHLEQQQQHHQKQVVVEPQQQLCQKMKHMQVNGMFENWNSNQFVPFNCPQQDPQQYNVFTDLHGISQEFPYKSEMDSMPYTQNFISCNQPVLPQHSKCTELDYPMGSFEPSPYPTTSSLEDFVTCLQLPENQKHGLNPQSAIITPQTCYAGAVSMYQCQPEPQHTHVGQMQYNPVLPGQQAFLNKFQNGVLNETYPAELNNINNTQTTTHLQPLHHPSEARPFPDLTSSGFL
PAFAH2 FP inh: PAFAH2 enzyme inhibitors, primary screen, biochemical, fluorescence polarization, human. Platelet-activating factor acetylhydrolase 2, cytoplasmic (Homo sapiens), Q99487. recombinant PAFAH2, FP-rhodamine activity probe. inhibition, % at 3.39 µM. 0.99% of 340,000 active. AID 492956, 2010;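 active means inhibition above the mean over all tested compounds plus 3 SD, cut at about 30% in these data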;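 further: inhibitors block probe labeling of enzyme so polarization drops; 0% = enzyme with DMSO and 100% = wells lacking PAFAH2 protein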
proCasp7 act: procaspase-7 activators, primary screen, counter-screen for procaspase-3 activator project, biochemical, absorbance, HTS, human | 0.093% of 330,000 active | AID 463210, 2010 | Caspase-7 (Homo sapiens), P55210 | activation, % at 8.5 µM | recombinant procaspase-7, Ac-DEVD-pNA absorbance 405 nm; D23A/D198A/D206A triple mutant, cannot self-cleave; scale: DMSO 0, 5 µM enzyme 100;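 active means percent activation above the screen-wide mean plus 3 SD, cut at about 25% in these data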
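signal = Epi-absorbance of released pNA at 405 nm, two timepoints | assay system = Uncleavable procaspase-7 mutant enzyme | reagent = Ac-DEVD-pNA substrate, 400 µM as added | times = 1 h enzyme–compound preincubation and 2 h substrate reaction, both 25 °C | benchmarks = low DMSO alone, high DMSO plus 5 µM PC-7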
procasp3 activ: activators of human procaspase-3 D3A mutant, primary screen, biochemical, absorbance, PC-3 D3A mutant, single concentration; Caspase-3 (Homo sapiens), P42574; recombinant procaspase-3 D3A, Ac-DEVD-pNA absorbance 405 nm; activation, % at 8.5 µM; 0.11% of 330,000 active;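 active means activation above the mean of all tested compounds plus 3 SD, cut at about 21% in these data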;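 further: 0% = DMSO alone and 100% = DMSO wells spiked with extra 5 µM PC-3 D3A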
Target sequence (P42574 whole entry D9A/D28A/D175A): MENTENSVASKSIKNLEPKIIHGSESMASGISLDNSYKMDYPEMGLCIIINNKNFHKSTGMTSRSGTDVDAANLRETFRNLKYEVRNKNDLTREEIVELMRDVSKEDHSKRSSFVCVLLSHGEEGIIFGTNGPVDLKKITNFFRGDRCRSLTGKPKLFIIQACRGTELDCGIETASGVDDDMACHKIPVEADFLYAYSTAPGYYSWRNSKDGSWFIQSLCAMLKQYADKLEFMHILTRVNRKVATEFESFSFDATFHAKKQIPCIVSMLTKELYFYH
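Assay system: Autoprocessing-dead procaspase-3 D3A mutant enzyme; also added: Ac-DEVD-pNA; doses: one concentration, 8.5 µM nominal, 0.8% DMSO; times: 1 h compound preincubation, 2 h substrate hydrolysis at 25 °C; technique: 405 nm absorbance of p-nitroaniline, reads at 0 and 120 min; measure: % activation between DMSO and enzyme-spiked controls; repeats: single replicate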
PP5 primary: PP5 phosphatase inhibitors, primary screen, biochemical, fluorescence | Serine/threonine-protein phosphatase 5 (Homo sapiens), P53041 | purified PP5c, OMFP substrate fluorescence | inhibition, % at 6.7 µM | 0.18% of 320,000 active;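 active means inhibition above the campaign's mean inhibition across all tested compounds plus 3 SD, cut at about 9.5% in these data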;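 further: 0% = DMSO only and 100% = 100 µM cantharidin control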
PP1 inh: PP1-alpha phosphatase inhibitors, primary screen, counter-screen for PP5 inhibitor project, biochemical, fluorescence, OMFP substrate, single point; Serine/threonine-protein phosphatase PP1-alpha catalytic subunit (Homo sapiens), P62136; purified PP1alpha; inhibition, % at 6.7 µM; 0.9% of 320,000 active; AID 2235, 2010;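 active means inhibition above the mean inhibition of all tested compounds plus 3 SD, computed separately for each screening campaign, cut at about 15% in these data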
Numbers without * were called inactive; nt = no result given.

SMILES	CTSL1 counter	TPT1 inhibitor	HCV core dimer	AHR act	PAFAH2 FP inh	proCasp7 act	procasp3 activ	PP5 primary	PP1 inh
COCc1ccc(CN2CCC(n3nccc3NC(=O)CCCc3ccccc3)CC2)o1	-1	-6	-8	2	3	-2	-2	0.9	-3
COc1ccc(NC(=S)Nc2ccc(C)c(Cl)c2)cc1OC	2	0	-2	5	4	-23	-10	-0.1	-4
CN(C)CCSc1nc(-c2ccccc2)nc2c1COC(C)(C)C2	0	-1	-6	-1	3	3	1	4.8	-4
O=C1c2sc3nc4c(c(=O)n3c2C(=O)N1c1ccccc1)CCC4	2	-1	3	0	3	5	-4	1.3	-4
COC(=O)Cn1c(CN2CCC(Cc3ccccc3)CC2)nc2c1c(=O)n(C)c(=O)n2C	-1	-2	7	-1	2	7	9	2.0	2
O=C(NC1CCCCC1)c1cnn2c(C(F)(F)F)cc(-c3ccco3)nc12	1	2	11	5	2	-2	3	3.4	0
COc1ccc(/C=c2\s/c(=C\C(=O)C(C)(C)C)[nH]c2=O)cc1O	0	2	-20	12	18	-13	-11	2.0	-1
CNc1c([N+](=O)[O-])cnn1-c1ccccn1	2	9	2	1	-2	1	-6	0.2	-4
Cc1ccc(CN2CC(C(=O)N3CCN(c4ccccc4Cl)CC3)CC2=O)cc1 (configuration not stated)	nt	nt	nt	-1	3	10	2	1.3	4
CCCCCCCCCCOC(=O)Cn1c(COc2ccccc2)[n+](C)c2ccccc21	3	-5	-14	-1	1	8	-6	5.3	36*
O=C(NC1CCCC1)c1ccccc1OCc1ccccc1	1	2	6	4	9	3	3	-0.4	-1
CCc1nnc(NC(=O)c2ccc(-c3ccc(C(C)=O)cc3)o2)s1	nt	nt	nt	2	-6	-12	-14	-2.1	0
CCc1ccc2nc(N(CCCN(C)C)C(=O)c3ccc(C(=O)c4ccccc4)cc3)sc2c1	2	1	0	-3	1	10	3	1.1	6
Cc1ccc(NC(=O)C(C)OC(=O)CCN=C2NS(=O)(=O)c3ccccc32)cc1 (configuration not stated)	-1	-2	2	-1	-5	12	-5	0.5	-4
N=c1c(S(=O)(=O)c2ccccc2)cc2c(=O)n3ccccc3nc2n1CC1CCCO1 (configuration not stated)	-2	4	5	2	27	-24	-29	-2.5	-6
CCCC(=O)NCCc1nc2ccccc2n1CCC	-2	-4	3	0	-7	7	-9	0.8	-7
COc1ccc(NC(=O)N2CCCC2C(=O)NCc2ccc(F)cc2)cc1 (configuration not stated)	-3	2	-10	-3	13	-1	4	1.4	-1
Cc1ccc(CNC(=O)CCS(=O)(=O)c2ccc3c(c2)CC(C)N3C(=O)C2CC2)o1 (configuration not stated)	0	2	-2	1	2	0	2	0.5	-4
O=C(Nc1ccc(Cl)cn1)c1ccccc1F	-5	-4	-2	148*	-15	3	-6	1.4	-1
O=C(C[n+]1ccccc1)N/N=C/c1cccc(Cl)c1Cl	2	-5	12	2	-4	2	5	-0.8	-3
CC(=O)N1CC(=O)N(CC(=O)Nc2ccc(Br)cc2)C1=S	-5	2	-8	4	0	-15	-17	-2.9	0
COc1ccc(-c2cc(Cl)cc3c(=O)c4ccccc4n(C)c23)cc1F	1	2	9	3	4	5	16	0.1	-4
COc1cc(NS(=O)(=O)c2ccc(NC(=O)C34CC5CC(CC(C5)C3)C4)cc2)ncn1	4	-3	8	-2	1	8	3	-0.1	0
C=CCCC(=O)Nc1nc(C)c(-c2csc(Nc3ccc(Cl)cc3Cl)n2)s1	-1	3	0	102*	18	-3	-2	3.6	2
Cc1cc(-c2ccccc2)c(C#N)c(=S)[nH]1	-2	2	1	9	0	-15	-22	0.4	-3
CN(C)CCCOc1nc2c(c(=O)n(C)c(=O)n2C)n1C	2	4	-2	2	3	9	-3	2.1	2
Cc1ccn(C(=O)c2cc3cc(Cl)ccc3oc2=O)n1	7	1	4	-2	-4	-10	8	0.6	-1
CCO[C@@H]1OC(C(=O)NCc2ccccc2)=C[C@H](c2csc3ccccc23)[C@H]1CCCO	-1	0	4	3	-6	-9	17	0.7	-1
Cc1c(Cc2ccccc2)c(=O)oc2cc(OC(C)C(=O)NCC3CCC(C(=O)O)CC3)c(Cl)cc12 (configuration not stated)	3	2	2	0	8	-6	0	3.0	-1
CCCN(CCC)C(=O)c1c(NC(=O)CC)sc2c1CCCCC2	0	0	1	2	1	3	4	-0.5	-1
N#CC1(NC(=O)COC(=O)c2nccnc2N)CCCCC1	-1	0	2	-4	27	14	2	-2.2	-1
CN(C(=O)c1ccc(NC(=O)Cc2ccc([N+](=O)[O-])cc2)cc1)C1CC1	nt	nt	nt	1	8	4	-1	nt	nt
CC(C)CCNc1nc(N)c([N+](=O)[O-])c(NC2CCCCC2)n1	0	-1	4	2	-9	13	5	-1.2	0
COc1ccc(Oc2cn[nH]c2-c2ccc(O)cc2O)cc1	3	-2	-1	11	3	4	5	2.7	-1
CCN1CCN(c2nc(-c3ccncc3)nc3ccccc23)CC1	-3	0	-1	7	nt	9	-4	-2.6	-3
CC(=O)c1cccc(CN2CCCCC2C(=O)Nc2ccc(Oc3ccccc3)nc2)c1 (configuration not stated)	4	1	2	-1	-8	4	-4	-0.4	-4
COc1ccc(-n2cnnc2SCC(=O)Nc2cc(C)on2)cc1	-1	2	-4	1	-3	11	0	-0.2	-2
CC[n+]1c(/C=C2\C=C(C)CC(C)C2)sc2ccccc21 (configuration not stated)	-3	9	36	2	0	-22	-29	2.2	9
S=c1[nH]c2cc3ccccc3cc2[nH]1	4	-5	3	10	8	-7	-2	1.0	-1
Fc1cccc(NCCc2c[nH]c3ccccc23)n1	-1	-4	-3	20	-10	-4	1	2.6	4
O=C(O)CSc1nnc(-c2cccs2)n1-c1ccc(Cl)cc1	2	-1	3	-1	-4	-12	5	-0.8	-1
O=C1COc2ccc(C(=O)CSc3nnc(NCc4ccccc4)s3)cc2N1	-2	3	11	2	-3	-3	-6	0.9	0
C[C@H]1CN([C@@H](C)CO)C(=O)c2cc(NC(=O)c3ccncc3)ccc2O[C@H]1CN(C)Cc1ccc(C(=O)O)cc1	nt	nt	nt	-1	8	9	9	nt	nt
COc1ccccc1C(=O)N/N=C/c1c[nH]c2ccccc12	1	2	6	32	7	9	10	-3.4	-3
Cc1ccc(C)c(OCCCC(=O)Nc2ccccc2C(N)=O)c1	2	0	-2	11	-1	-9	-3	1.1	-1
CCOc1ccc(CCNC(=O)COC(=O)c2cccc(S(=O)(=O)N3CCCCC3)c2)cc1OCC	-5	0	5	-5	7	2	9	-0.8	-2
CCOC(=O)c1c(CSc2ccc(CC)cc2)oc2ccc(O)c(CN(C)C)c12	2	-8	0	0	-10	6	6	1.5	18*
COc1cc(CNn2c(C)n[nH]c2=S)cc(Br)c1OCC(=O)NC(C)(C)C	-8	-4	5	1	5	-9	-4	-0.7	-2
C[C@H](NC(=O)[C@@H]1Cc2ccccc2CN1C(=O)OC(C)(C)C)C(=O)NC1CCCCC1	2	0	3	-1	4	-3	1	-0.1	-2
Brc1cccc(-c2cnco2)c1	18*	-2	-1	3	0	-5	8	-0.6	-1

Whole records, looked up by structure. Order of screens: CTSL1 counter	TPT1 inhibitor	HCV core dimer	AHR act	PAFAH2 FP inh	proCasp7 act	procasp3 activ	PP5 primary	PP1 inh
COC(=O)Cn1c(CN2CCC(Cc3ccccc3)CC2)nc2c1c(=O)n(C)c(=O)n2C in the list: -1	-2	7	-1	2	7	9	2.0	2
O=C(Nc1ccc(Cl)cn1)c1ccccc1F in the list: -5	-4	-2	148*	-15	3	-6	1.4	-1
O=C(C[n+]1ccccc1)N/N=C/c1cccc(Cl)c1Cl in the list: 2	-5	12	2	-4	2	5	-0.8	-3

Next section.
SMILES	CTSL1 counter	TPT1 inhibitor	HCV core dimer	AHR act	PAFAH2 FP inh	proCasp7 act	procasp3 activ	PP5 primary	PP1 inh
Oc1cccc(Oc2ncc(C(F)(F)F)cc2Cl)c1	-12	5	-6	1	4	5	12	7.7	-2
COc1ccc(C)cc1NC(=O)COC(=O)c1ccc([N+](=O)[O-])o1	-5	-2	0	-2	4	0	-2	-1.1	-1
COCCCNC(=S)N(Cc1cccnc1)Cc1ccc(OC)c(OC)c1	-4	1	-5	3	5	-3	-5	2.5	-4
COCCn1c(=NC(=O)c2ccc(S(=O)(=O)N3CCc4ccccc4C3)cc2)sc2cc(OC)ccc21	-3	2	10	1	0	-5	9	-2.5	0
Cc1cccc(N2CCN(C3=NC(=O)C(Cc4ccccc4)S3)CC2)c1 (configuration not stated)	1	0	-3	6	1	-6	2	2.5	1
CCCCC(=O)Nc1ccc(N2CCN(C(=O)CC)CC2)cc1	-1	-2	-5	1	4	6	6	-1.4	-1
O=C1CS(=O)CN1c1ccc(Oc2ccccc2)cc1 (configuration not stated)	0	-2	12	4	5	-10	-4	0.4	-2
CC(C)C(=O)NC(=S)N(Cc1ccccc1)Cc1ccccc1	1	-1	4	-1	-4	10	2	0.7	-6
CCOC(=O)C1=C(C)NC(=O)NC1c1cc(C)sc1C (configuration not stated)	-2	-3	-6	0	0	-3	0	3.4	1
CC1CCCCN1CCCNC(=O)Cn1ncc2c([nH]c3ccccc32)c1=O (configuration not stated)	12	-6	-17	4	0	2	-2	-2.8	0
COc1ccc(O)c(C(=O)CC(=O)c2ccccc2)c1	-1	-4	2	-2	nt	-22	-11	1.9	-1
CC(=O)c1c(NCc2ccccc2)nc(=O)n(-c2ccccc2)c1C	1	1	0	-1	8	8	4	0.4	-2
Cc1cc(S(=O)(=O)N2CCCCCC2)c(Cl)cc1Cl	0	0	10	0	4	15	3	0.1	-3
NC(=O)c1nn(-c2ccccc2)nc1NC(=O)Cn1nnc(-c2ccccc2)n1	-6	-2	14	9	-14	-11	5	2.6	6
CCOc1ccc(N2C(=O)CC(N3CCN(C(=O)c4ccco4)CC3)C2=O)cc1 (configuration not stated)	0	-2	-7	5	0	7	-16	0.4	0
Cc1ccc(/C=N/NC(=O)CN2CCN(S(=O)(=O)c3ccc(Br)cc3)CC2)s1	0	0	5	0	10	9	-2	-0.3	5
COc1ccc(C(c2c(C)n(C)n(-c3ccccc3)c2=O)c2c(C)n(C)n(-c3ccccc3)c2=O)cc1OC	1	-3	1	2	13	10	-4	-0.6	-1

Assay outcomes: PubChem, The Scripps Research Institute Molecular Screening Center
